GALK inhibitor – galactokinase (human) inhibition. 270,000 tested, 0.007% active. Potency, µM (series often up to 57.5 µM), inactives show top-dose activity change, negative = inhibition, hits mostly inhibitors. Purified GALK, Kinase-Glo residual ATP luminescence. AID 1868. P51570; note: potency is the fitted concentration of half-maximal effect; % is set by controls: 0 for no effect and ±100 for the full control effect
Target sequence (P51570 whole entry, looked up): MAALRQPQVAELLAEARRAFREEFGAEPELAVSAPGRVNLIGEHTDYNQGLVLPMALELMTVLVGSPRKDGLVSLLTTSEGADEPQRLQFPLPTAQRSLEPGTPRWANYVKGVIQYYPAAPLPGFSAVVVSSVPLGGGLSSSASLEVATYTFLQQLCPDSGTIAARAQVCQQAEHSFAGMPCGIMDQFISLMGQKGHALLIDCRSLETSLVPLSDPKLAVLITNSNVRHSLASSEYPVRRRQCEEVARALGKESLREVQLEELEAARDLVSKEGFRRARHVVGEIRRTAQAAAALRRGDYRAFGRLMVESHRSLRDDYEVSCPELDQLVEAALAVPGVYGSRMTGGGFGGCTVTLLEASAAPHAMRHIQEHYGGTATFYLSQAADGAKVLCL
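5 nM enzyme, 35 uM ATP, 100 uM galactose, 20 mM HEPES pH8.0, 5 mM MgCl2; 1 h RT; residual ATP by Kinase-Glo Plus luminescence, qHTS format.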
Giardia killer – kills Giardia lamblia | AID 540267 | 340,000 tested, 0.15% active | activity change, % at 7.66 µM, hits read low | Giardia lamblia trophozoite viability; in the data active = activity change below about -80%; inconclusive = between about -30% and that limit;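 note: parasites exposed to compound for two days anaerobically before the ATP read; % is set by controls: 0 for no effect and ±100 for the full control effect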
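Giardia trophozoites, 100 cells per well, were exposed to compounds for 48 hrs at 37 deg C under anaerobic conditions; viability was then read as ATP content by bioluminescence after 15-30 min at room temperature.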
B2AR arrestin – agonists driving beta-arrestin recruitment to human beta2-adrenergic receptor. P07550. beta-arrestin recruitment to beta2AR, cell-based reporter. Potency, µM (titrated, usually from 46.1 µM), without a hit: top-dose activation, actives largely listed as activators. 330,000 tested, 0.02% active. AID 492947;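 note: potency is the fitted concentration of half-maximal effect; 0% = DMSO controls and full agonism = EC100 isoproterenol or metaproterenol; nearly all actives have a fitted effect of over 65% in size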
PKM2 act – PKM2 (human) enzyme activation. P14618. purified PKM2, Kinase-Glo ATP luminescence, activation; response scale: 0% is enzyme alone, no compound. Potency, µM (series often up to 57.5 µM), inactives show at the highest dose activation, actives largely listed as activators. 260,000 tested, 0.34% active; note: potency is the fitted concentration of half-maximal effect; % is set by controls: 0 for no effect and ±100 for the full control effect; nearly all actives have a fitted effect of over 55% in size
Target sequence (P14618 whole entry, looked up): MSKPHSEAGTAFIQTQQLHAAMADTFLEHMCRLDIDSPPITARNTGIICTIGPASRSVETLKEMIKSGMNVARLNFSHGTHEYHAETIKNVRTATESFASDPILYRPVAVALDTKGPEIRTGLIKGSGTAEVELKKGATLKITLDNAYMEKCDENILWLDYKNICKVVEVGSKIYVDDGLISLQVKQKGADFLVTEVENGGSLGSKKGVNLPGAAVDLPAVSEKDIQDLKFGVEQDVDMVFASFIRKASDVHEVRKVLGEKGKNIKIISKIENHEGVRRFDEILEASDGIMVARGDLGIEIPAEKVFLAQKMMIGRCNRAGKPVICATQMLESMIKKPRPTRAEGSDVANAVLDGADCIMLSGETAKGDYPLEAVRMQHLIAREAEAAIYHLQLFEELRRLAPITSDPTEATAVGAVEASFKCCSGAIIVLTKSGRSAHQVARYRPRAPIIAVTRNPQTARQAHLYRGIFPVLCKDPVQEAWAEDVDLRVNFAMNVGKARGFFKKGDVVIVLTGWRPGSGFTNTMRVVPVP
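hPK-M2, >95% pure; 0.1 mM ADP / 0.5 mM PEP final; imidazole pH7.2 buffer w/ 7 mM MgCl2, 50 mM KCl; 1 h RT; Kinase-Glo lum. Intermediate enzyme activity for dual inhibitor/activator qHTS.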
KCNH2 3.1 inh – blocks the human KCNH2 3.1 channel isoform | U2OS KCNH2 3.1, thallium flux FluxOr; stronger effect = lower value | activity change, % (tested at about 1.8 µM) | AID 720553 | 340,000 tested, 0.95% active;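 active = maximum activity change below -70%; inconclusive = maximum activity change from -70% to -50%; inactive = maximum activity change above -50%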;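 note: thallium influx rate constant from kinetic fluorescence after stimulation buffer; % is set by controls: 0 for no effect and ±100 for the full control effect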
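Normalized rate constant (relative to positive and negative DMSO controls) derived from a 2 min kinetic fluorescence read after stimulation; U2OS cells expressing the 3.1 isoform via virus at 1.77 x 10^8 /mL.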
CXXC DNA block – inhibitors of human MLL CXXC domain-DNA interaction; MLL-CXXC / FITC-HOXA9 DNA fluorescence polarization; Potency, µM (highest dose often 115 µM), without a hit: top-dose activity change, negative = inhibition, hits mostly inhibitors; 290,000 tested, 0.037% active; AID 2662; active = well fitted inhibition curve with a large enough effect in the polarisation, with a control signal flat, not every such curve was filed as active; inconclusive = small, poorly fitted or top-dose-only effect, or effect the other way, or a change in a side signal; inactive = no such curve, though single readings can be large or run the other way; the % refers to the polarisation; note: potency is the fitted concentration of half-maximal effect
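Steps: dispense CXXC domain solution (7 uM) → pin compounds or unlabeled HOX-A9 DNA control → 5 min ambient → add FLSN-HOX-A9 solution (50 nM) → spin → 30 min ambient → fluorescence polarization. Tris pH 7.5/NaCl/DTT/BSA buffer.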
Coupling enz – inhibits coupling enzyme system, counter-screen for aldolase hits; coupling enzyme system counterscreen, AmpLite Red fluorescence; 290,000 tested, 0.67% active; activity change, negative = inhibition, % at 58.2 µM, hits read low; in the data active = activity change below about -30%; note: % is set by controls: 0 for no effect and ±100 for the full control effect
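Counterscreen of the coupled detection system alone, without aldolase: glyceraldehyde-3-phosphate coupling enzymes plus AmpLite Red readout. Compounds at 57.5 uM final, 10 min RT preincubation, 20 min RT reaction, fluorescence 525/598 nm.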
hERG WT inh – inhibitors of human wildtype KCNH2 potassium channel; U2OS, BacMam KCNH2, thallium flux FluxOr; stronger effect = lower value; activity change, % at 1.84 µM; 340,000 tested, 0.37% active;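 active = maximum activity change below -70%; inconclusive = maximum activity change between -70% and -50%; inactive = maximum activity change above -50%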; note: % is set by controls: 0 for no effect and ±100 for the full control effect
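U2OS cells were transduced with wild-type KCNH2 virus (2.03 x 10^8 / mL) for 4 h at room temperature, then cultured overnight at 37 C. Thallium flux was read with FluxOr dye. Rate constants were normalized to DMSO controls.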
USP2a block – blocks human ubiquitin-specific protease USP2a; 330,000 tested, 0.01% active; Potency, µM (series often up to 38.3 µM), inactives show at the top dose activity change, negative = inhibition, actives largely listed as inhibitors; AID 463254; USP2 core, Ub-CHOP2 coupled fluorogenic reporter, 485/531; O75604;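 note: potency is the fitted concentration of half-maximal effect; plate controls were DMSO wells for no effect and full inhibition by NEM control for full effect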
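Cell-free coupled assay: 10nM USP2 core preincubated 30min RT with compound in Tris-HCl pH 8.0/CaCl2/CHAPS buffer, then 25nM Ub-CHOP2 and 25nM reporter substrate; fluorescence (Ex 485/Em 531) read after 60min RT, normalized to NEM inhibition, concentration-response curves fitted.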
Menin-MLL TR inh – displaces Texas Red mutant MLL peptide from human menin; O00255; Menin + Texas Red MLL mutant peptide, fluorescence polarization; Potency, µM (titrated, usually from 61.6 µM), for the others: at the highest dose FP activity change, negative = inhibition, most hits filed as inhibitors; 270,000 tested, 0.23% active; active = well fitted inhibition curve with a large enough effect in the polarisation, with a control signal flat, not every such curve was filed as active; inconclusive = small, poorly fitted or top-dose-only effect, or effect the other way, or a change in a side signal; inactive = no such curve, though single readings can be large or run the other way; the % refers to the polarisation; note: potency is the fitted concentration of half-maximal effect; % of control where 0% means no effect; many of its hits are not listed in these tables
TRPV1 ag – human TRPV1 agonism; Q8NER1; TRPV1-expressing cells, Fluo-8 calcium influx, agonist mode; activation, % at 8.33 µM; 320,000 tested, 0.19% active; AID 540275; in the data active = activation above about 80%; inconclusive = between about 30% and that limit; note: 0% is about no effect
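TRPV1-expressing cells were cultured overnight at 35.5C and loaded with Fluo-8 calcium dye for 40 to 90 min at room temperature. After a 10 s baseline, compound was added and calcium influx was read kinetically for 3 min (ex 480/em 520 nm).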
The depositor's hits bear a star; ? = inconclusive; / = no result given; ! = repeats disagree; [ ] = remark or other dose. Unless noted, calls come from the whole dose curve; as a rule, active = well fitted curve in the direction sought with a large enough effect; inconclusive = small, poorly fitted or top-dose-only effect, or another doubt; inactive = no such curve, though single readings can be large; an effect the other way counts as inactive or inconclusive.

The line under a structure holds: CXXC DNA block, Coupling enz, PKM2 act, GALK inhibitor, Menin-MLL TR inh, B2AR arrestin, hERG WT inh, TRPV1 ag, USP2a block, Giardia killer, KCNH2 3.1 inh
1: CCOc1ccc(S(=O)(=O)NCc2ccc3c(c2)OCO3)cc1
  4%, -4, -1%, -2%, -7%, 3.6%, 6, 6, 1%, -5, 6
2: CC(=O)Nc1ccc(S(=O)(=O)NCCC(=O)OCc2csc(CC(=O)Nc3ccccc3C)n2)cc1
  /, /, /, /, /, 4.6%, -5, -1, 0%, 0, -13
3: Cc1ccc(S(=O)(=O)c2nc(Nc3ccccc3N3CCOCC3)sc2Cl)cc1
  8%, /, -7%, -1%, 11%, -0.6%, -9, 1, -5%, 4, -10
4: Cc1cc(=O)oc2cc(OCC(=O)NC3CC(C)(C)NC(C)(C)C3)c(Cl)cc12
  8%, -1, /, -3%, -6%, -0.1%, 7, -1, 1%, -15, 0
5: Cc1ccccc1N1CCN(S(=O)(=O)C[C@]23CCC(CC2NC(=O)[C@@H](N)CCS(C)(=O)=O)C3(C)C)CC1 (stereo not given in full)
  -5%, /, /, /, ?, 0.0%, 12, 1, 1%, -9, -14
6: CCOC(=O)C(=O)N1CCC(C(=O)OC)CC1
  0%, 3, 0%, -2%, -1%, -0.4%, 14, -3, 2%, -21, -8
7: Cc1nn(Cc2ccccc2Cl)c2sc(C(=O)NC(C)(C)C)cc12
  3%, -2, 4%, -2%, -9%, -0.2%, -11, 16, 2%, -15, -22
8: CC(C(=O)N1CCN(c2ccccc2)CC1)N1C(=O)C2CC=CCC2C1=O (stereo not given)
  12%, 0, -5%, 0%, 5%, -0.2%, -4, 1, -8%, 6, -16
9: Cn1ncc2c(=O)[nH]cnc21
  1%, 0, 6%, 3%, 1%, 0.1%, -15, 1, 0%, 7, 8
10: CCCCC1=CC2=CC(=O)C(C)(OC(=O)CC)C(=O)C2=CN1C(CO)CO (stereo not given)
  -6%, -42*!, -11%[11.5 µM], -2%, 14%[11.7 µM], 3.0%, 1, -2, -3%, 21, 9
11: COC(=O)[C@]1(Cc2ccccc2)N[C@H](CN(C)S(=O)(=O)c2ccc(C(C)(C)C)cc2)[C@@H]2C(=O)N(C)C(=O)[C@@H]21
  /, /, /, /, /, -0.7%, -1, /, -4%, -13, -5
12: COc1ccccc1NC(=O)N1CCN(c2ccc3nncn3n2)CC1
  5%, -1, -25%, -2%, 0%, -0.4%, 5, -2, 1%, 18, 0
13: CC(C)C(=O)Nc1ccc(C(=O)NNC(=O)CCCOc2ccc(Cl)cc2Cl)cc1
  5%, 5, 1%, -2%, -20%, -0.7%, 13, 1, 3%, -3, -18
14: Cc1ccc(N(Cc2ccccc2)C(=O)CN2C(=O)NC3(CCCC3)C2=O)cc1
  13%, -1, 0%, -1%, ?, 3.2%, -3, ?, 0%, -1, -33
15: CCCOc1ccccc1C(=O)N(Cc1ccc(C)o1)C1CCS(=O)(=O)C1 (stereo not given)
  4%, -1, 0%, 6%, -19%, 0.4%, -4, 5, 3%, -11, 0
16: NC(=O)c1ccccc1NC(=O)CCCCCn1nnc2ccccc2c1=O
  15%, -4, /, 1%, ?, 0.0%, 7, -1, 3%, 38[activator], 5
17: CC(=O)c1c(C(C)=O)c(C)n(Cc2ccc3c(c2)OCO3)c1C
  -1%, 2, 3%, 6%, -3%, 0.4%, 2, 22, 0%, -1, 24
18: Cc1ccc2oc(=O)c(/C=C(\O)c3ccco3)nc2c1
  50%[activator], -2, -4%, 1%, /, -0.1%, -6, -3, -6%, 5, -9
19: CCCCc1ccc(NC(=S)N2CCCC2)cc1
  23%, /, -7%, -12%, /, -0.9%, -6, ?, -1%, -18, 7
20: NC(=O)c1ccc(NC(=O)CSc2cn(CC(=O)N3CCOCC3)c3ccccc23)cc1
  28%, -2, /, 8%, -2%, -0.2%, 5, -2, 3%, -16, -7

Additional records
The line under a structure holds: CXXC DNA block, Coupling enz, PKM2 act, GALK inhibitor, Menin-MLL TR inh, B2AR arrestin, hERG WT inh, TRPV1 ag, USP2a block, Giardia killer, KCNH2 3.1 inh
21: CCCCOC(=O)Nc1nnc(CC)s1
  1%, 2, -10%, -4%, -7%, -0.1%, -5, 6, 1%, 2, -10
22: COCCCNC(=S)N(Cc1ccccc1)Cc1ccc(F)cc1
  8%, 1, 1%, 8%, 0%, -0.2%, 0, ?, -1%, 5, -12
23: CCC1CCCCN1C(=O)COc1ccc(N(C)S(=O)(=O)c2ccc(C)cc2)cc1 (stereo not given)
  10%, -2, 2%, 7%, -21%, -0.9%, 15, 4, -1%, -14, 14
24: COc1ccc2cc(CCNC(=O)C(C)(C)C)c(=O)[nH]c2c1
  13%, -2, -1%, 0%, 0%, -0.4%, 18, 1, 2%, 5, -3
25: CN(C)c1cccc(N(C)C)c1CNC(=O)C(C)(C)C
  1%, -3, -2%, 1%, /, 0.0%, 3, 12, 2%, 23, -1
26: CC(C)=C1SC(N2CCN(c3cccc(C)c3)CC2)=NC1=O
  -7%, 1, -1%, 0%, /, 0.0%, -7, 7, 1%, -7, 1
27: COc1ccc(NC(C)=O)cc1S(=O)(=O)N1CCN(C/C=C/c2ccccc2)CC1
  -2%, 5, 2%, 9%, 5%, -0.8%, 12, -2, 0%, 2, -73*
28: Cc1cccc(C)c1OCc1cc(C(=O)N(Cc2nccn2C)C(C)C)no1
  -3%, -2, 0%, 1%, -23%, -0.5%, 5, 8, 2%, 17, -5
29: O=C(COC(=O)/C=C/c1ccc(S(=O)(=O)N2CCCCCC2)cc1)NCc1ccccc1Cl
  7%, 2, 2%, -3%, 6%, -0.7%, -11, 1, 0%, 6, -29
30: N#Cc1ccccc1OCC(=O)OCC(=O)N1CCCC1
  /, /, /, /, /, -0.2%, -4, /, -1%, -6, -19
31: COc1ccc(S(=O)(=O)NCC(c2ccco2)N2CCc3ccccc3C2)cc1 (stereo not given)
  /, /, /, /, /, 0.2%, -5, 12, -3%, -1, -28
32: CO/C(N)=C(\C#N)N=Cc1ccccc1Cl
  10%, 1, 0%, 1%, 6%, -0.2%, 2, 7, 6%, -1, 10
33: O=C(Nc1ccccc1)Nc1ccc(Cl)c([N+](=O)[O-])c1
  11%, 0, 4%, 1%, ?, 0.3%, 6, ?, -4%, -9, 3
34: CCN1C(=O)NC2C1N(S(C)(=O)=O)CCN2S(C)(=O)=O (stereo not given)
  1%, 0, 2%, 3%, 0%, -1.1%, -8, -5, -1%, 2, 0
35: O=C(Cn1ccc(NC(=O)OCc2ccccc2)nc1=O)NCCN1CCOCC1
  /, /, /, /, /, 0.0%, 24, -3, 0%, -1, 3
36: OC1(c2cccs2)CN(c2ccc(Cl)cc2)C2=[N+]1CCCS2 (stereo not given)
  -4%, 3, 9%, 3%, -7%, 0.0%, -7, 14, 0%, 5, -3
37: CN(c1ccccc1)S(=O)(=O)c1cc(C(=O)OCC(N)=O)ccc1Cl
  -1%, 1, -2%, 7%, 2%, -0.1%, -4, 2, -1%, -11, -17
38: COc1ccc(/C=N/Nc2nncn2N)cc1Br
  3%, -15, -4%, 4%, -1%, 0.0%, -1, 2, ?, 18, 15
39: COc1cc2c(C(=O)NCc3ccc4c(c3)OCO4)cn(C)c(=O)c2cc1OC
  19%, 1, 0%, 2%, 4%, -0.5%, 1, -1, -1%, -8, -19
40: CC(Sc1nnnn1C1CC1)C(=O)Nc1cccc(S(=O)(=O)N2CCOCC2)c1 (stereo not given)
  /, /, /, /, /, 4.6%, -3, 9, -3%, 12, 12
41: CN(C(=O)COC(=O)/C=C/c1ccc(S(=O)(=O)N2CCc3ccccc32)cc1)C1CCS(=O)(=O)C1 (stereo not given)
  18%, 0, 3%, 0%, 17%, 3.9%, -28, -4, 11%, -8, 4
42: Cc1ccc(Cl)cc1N1CCN(C(c2ccc(C#N)cc2)c2nnnn2C2CCCC2)CC1 (stereo not given)
  9%, 5, -5%, 3%, 6%, -0.2%, 10, -1, 1%, -16, -39
43: Cc1ccc(CNC(=O)C2CC=CCC2C(=O)O)cc1 (stereo not given)
  4%, 0, /, 3%, 0%, -0.9%, -5, -8, 7%, 11, -14

A portion of the library (hit frequency here may not be typical).
